Compound activity from PubChem BioAssay.
MT stabilize HCS = stabilizes microtubules in HeLa cells; % tubulin-high responders, % at 10 µM; HeLa tubulin immunostaining HCS, 24 h; share of cells brighter than vehicle mean+2SD; actives 0.83% (n = 200,000);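 active means plate Z-score above 3 for both tubulin-high and condensed-nucleus cell shares, with cell loss under 80%, at 10 µM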;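 further: anti alpha tubulin signal scored within the nucleus-defined area of each cell; some results filed as inactive read as strong as hits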
Insulin prom up = MIN6 insulin promoter up-regulation | MIN6 insulin promoter-GFP reporter, high-content imaging; stronger effect = higher value | z-score at 5 µM | actives 0.3% (n = 190,000) | AID 1625;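 active means z-score above 3 at 5 µM with at least 500 cells counted in the well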
Autophagy HCS = autophagy modulation, high-content screen | MEF GFP-LC3 puncta imaging; test concentration mostly 10 µM | calls only at 10 µM (by protocol) | actives 0.98% (n = 190,000) | AID 463193;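 active means percentage of spot-positive cells more than 3 SD above its plate mean, without a fluorescence outlier flag or 80% toxicity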;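 further: spot-positive cell cutoff set from DMSO-treated cells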
Dynein cargo inh = blocks dynein driven cargo transport along microtubules; 3617.4 mouse cells, GR-EGFP nuclear translocation imaging; test concentration mostly 20 µM; stimulated with dexamethasone, 1 µM; stronger effect = lower value; AID 1381; z-score, hits read low; actives 0.47% (n = 220,000);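 active means plate z-score of nuclear minus cytoplasmic receptor signal below a set negative limit, without overly bright fluorescence or cell loss, cut at about -3.5 in these data, passing the limit was not always enough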;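 further: z-score of nuclear minus cytoplasmic ring GR-EGFP intensity difference per well; some compounds called inactive have numbers as strong as hits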
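Buffer or medium: tet-free, stripped-serum medium; Also added: dexamethasone, 1.0 µM final; Technique: high-content fluorescence imaging after fixation; Times: 48 h induction, 1 h compound, 30 min dex at 37 °C; Read-out: per-cell GR-EGFP intensity, nucleus versus surrounding cytoplasmic ring, well-averaged.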
K1F lysis inhibition = inhibition of K1F phage lysis, E. coli UTI89, bacterial capsule biogenesis inhibitors, alamar blue (AID 488966). actives 0.02% (n = 340,000). E. coli UTI89 K1F phage lysis, alamar blue, 2 h; higher % means a stronger effect. one-dose inhibition, % at 100 µM; IC50 in µM for titrated hits;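 active means phage lysis inhibition, versus mean bacterial control, above a set limit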;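 further: capsule biogenesis inhibitors block K1F phage lysis so surviving cells raise fluorescence; higher fluorescence means more inhibition of phage lysis; actives were called in the ten point dose series up to 300 µM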
M1AAP inhibition = P. falciparum M1AAP inhibitors, biochemical, fluorogenic H-Leu-NHMec substrate, 1536-well (AID 1445); recombinant M1AAP, H-Leu-NHMec fluorogenic kinetic assay; higher % means a stronger effect; inhibition, % at 30 µM, or IC50 in µM where a hit was titrated; actives 0.42% (n = 220,000);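 active means primary inhibition above the hit cutoff, then over 50% inhibition at one or more dose response concentrations, cut at about 23% in these data, passing the limit was not always enough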;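 further: plate controls were DMSO full reaction for no effect and no enzyme background for full effect; strong numbers were not always called active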
ER stress rescue = rescue of cells from ER stress-induced death, primary screen, 384-well, CSM14.1, thapsigargin, ATP luminescence (AID 1222); 190,000 tested, under 10 active; one-dose cellular ATP content (survival), % at 20 µM; EC50 in µM for titrated hits; CSM14.1 thapsigargin-induced death rescue, ATP luminescence; higher % means a stronger effect;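 active means EC50 below 50 µM in the dose-response confirmation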;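 further: death triggered by thapsigargin at about 15 µM added after 2 h compound pretreatment; cell ATP read after overnight thapsigargin exposure of roughly 18 to 22 hours; normalized against plate controls of thapsigargin alone and 5% DMSO vehicle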
b-catenin transl = alters nuclear translocation of beta-catenin in HeLa cells; immunofluorescence imaging; nuclear translocation activity, % at 5 µM; actives 0.3% (n = 190,000);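 active means nuclear translocation activity above 50% at 5 µM, with a well cell count of 50 or more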;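 further: per-cell ratio of nuclear to cytoplasmic median beta-catenin stain intensity; plate controls were DMSO negative control for no effect and GSK-3 inhibitor IX positive control for full effect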
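Assay system: human HeLa cells, native beta-catenin; doses: 5 µM primary, 0.02–20 µM confirmation; incubation: compound treatment 24 h, 37°C, 5% CO2; technique: fluorescence imaging of beta-catenin antibody stain plus DAPI; measure: % activation, nuclear-to-cytoplasmic median beta-catenin signal ratio per cell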
M17LAP inhibition = P. falciparum M17LAP inhibitors, primary screen, biochemical, fluorogenic H-Leu-NHMec substrate, 1536-well (AID 1619); recombinant M17LAP, H-Leu-NHMec fluorogenic kinetic assay; higher % means a stronger effect; actives 0.38% (n = 220,000); inhibition, % at 30 µM, or IC50 in µM where a hit was titrated;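 active means compound inhibiting the enzyme by more than half at any dose during confirmatory dose-response retesting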;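 further: plate controls were full reaction with DMSO carrier for no effect and no enzyme background for full effect; strong numbers were not always called active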
Dynein cargo inh cytoplasmic EGFP = second read-out of Dynein cargo inh, no call of its own (marks repeat the call); z-score; measured here: cytoplasmic GR-EGFP intensity; stronger effect = higher value
Dynein cargo inh nuclear GR-EGFP = second read-out of Dynein cargo inh, no call of its own (marks repeat the call); z-score; measured here: nuclear GR-EGFP intensity;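 lower value marks the stronger effect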
Dynein cargo inh cell count = recorded beside Dynein cargo inh, whose call it bears; z-score; measured here: cell count per field
Insulin prom up cell count = also measured in Insulin prom up; calls as there; cell count; measured here: cytotoxicity, nuclei count;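 total cells summed across four imaged fields per well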
b-catenin transl cell count 5 µM = recorded beside b-catenin transl, whose call it bears; cell count; measured here: cell count, cytotoxicity flag
MT stabilize HCS Hoechst-high % = further read-out of MT stabilize HCS, marked with its call; % Hoechst-high responders; measured here: nuclear condensation Hoechst responders;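 share of cells brighter than vehicle mean plus two SD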
MT stabilize HCS cytotoxicity % = further read-out of MT stabilize HCS, marked with its call; toxicity, %; measured here: cytotoxicity by cell density;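 0% = mean cell density of plate MIN control wells and 100% = no cells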
Autophagy HCS cell loss 18 h = also measured in Autophagy HCS; calls as there; toxicity, %; measured here: cell loss, nuclei count;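 cell loss after 18 h compound exposure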
* marks the source's active call; other numbers are inactive results; i = inactive; · = not tested or not shown; [ ] = dose if it differs, or a comment.

compound	MT stabilize HCS	MT stabilize HCS Hoechst-high %	MT stabilize HCS cytotoxicity %	Insulin prom up	Insulin prom up cell count	Autophagy HCS	Autophagy HCS cell loss 18 h	Dynein cargo inh	Dynein cargo inh cytoplasmic EGFP	Dynein cargo inh nuclear GR-EGFP	Dynein cargo inh cell count	K1F lysis inhibition	M1AAP inhibition	ER stress rescue	b-catenin transl	b-catenin transl cell count 5 µM	M17LAP inhibition
CC(=O)Oc1ccc(NC(=O)C2CCCCC2)c(C(=O)O)c1	5.3	2.5	4.6	-0.37	1292	i	-2.6	0.0284	-0.271	-0.171	0.639	0.7%	3.7%	·	·	·	21.9%
COc1ccc(NC(=S)N/N=C/c2ccc(F)cc2)cc1OC	3.0	2.2	1.9	0.57	1249	i	-3.3	0.211	-0.271	0.129	1.11	0.1%	4.2%	-0.4%	1.0	1053	0.5%
O=C(Cn1cnc2c(nnn2Cc2ccccc2F)c1=O)OCc1ccccc1	1.4	1.7	6.0	2.67	1234	i	4.1	-0.463	0.00615	-0.0365	0.203	0.7%	1.7%	-1.7%	-6.3	889	6.6%
NC(=O)C1CCN(c2cc(Cl)nc(N)n2)CC1	4.8	2.3	12.3	-0.08	1057	i	9.3	0.253	-0.341	-0.0409	0.466	-0.4%	8.5%	1.3%	3.8	1078	0.9%
CC1CC/C(=C\c2ccc3c(c2)OCO3)C(=O)/C1=C/c1ccc2c(c1)OCO2 (stereo unspecified)	9.1	4.0	26.3	·	·	i	-40.7	-0.311	-0.155	-0.708	0.427	0.3%	-1.2%	0.6%	·	·	21.9%
O=C(COC(=O)C12CC3CC(CC(C3)C1)C2)Nc1ccc([N+](=O)[O-])cc1Cl	3.4	2.2	4.2	·	·	i	23.2	-0.382	-0.31	-0.519	0.488	5.5%	5.1%	-4.4%	0.2	823	13.9%
Nc1nc(-c2ccc3c(c2)CCO3)cs1	2.3	2.3	4.4	0.61	1322	i	19.0	-0.402	-0.187	-0.152	-0.0359	0.2%	-2.4%	·	-0.1	1080	19.3%
O=C(c1ccccc1)C1C(c2ccccc2)C1[N+](=O)[O-] (stereo unspecified)	·	·	·	-0.45	1059	·	·	-0.857	-0.263	-0.815	1.74	-0.8%[50 µM]	-3.5%	·	-0.4	1371	-6.6%
O=C(CSc1cccs1)NCCc1ccccc1	1.8	2.4	0.3	0.37	1331	i	-0.4	-0.897	-0.251	-0.78	1.11	6.2%	5.0%	-0.6%	0.7	948	-16.1%
Clc1ccc(-c2cccs2)nn1	3.9	3.0	7.0	-0.41	1268	i	1.6	0.0819	-0.34	-0.0544	0.0105	0.7%	11.0%	·	-2.5	1080	8.1%
Cc1ccc(-n2c(C)nnc2SCC(=O)N2CCc3ccccc3C2)cc1C	2.7	1.7	2.7	0.76	1464	i	-27.2	-0.691	-0.221	-0.0957	1.31	0.4%	-1.2%	-0.8%	-1.0	1409	5.8%
Cc1ccc(S(=O)(=O)N(C)CC(=O)OCC(=O)N2CCCC2=O)cc1	4.7	1.4	3.2	1.41	1224	i	-5.6	-1.02	0.0381	-0.388	0.525	0.2%	1.5%	1.0%	-2.9	1089	6.0%
Cc1ccc(S(=O)(=O)N2CC(O)CC2C(=O)Nc2ccc3c(c2)CCC3)cc1 (stereo unspecified)	3.1	2.2	8.1	-0.55	1323	i	3.4	-0.112	-0.396	-0.174	1.01	4.8%	29.8%	-1.5%	-3.6	1203	-2.8%
CC(C)CN1C(=O)c2ccc(C(=O)NCc3ccc4c(c3)OCO4)cc2C1=O	0.8	1.3	10.0	·	·	i	-2.2	0.451	-0.324	0.0842	0.533	0.3%	-4.6%	4.6%	-4.8	1266	-6.0%
COc1ccc(CSCCN)cc1Cl	2.4	1.6	7.9	0.55	1088	i	-2.5	0.599	-0.209	0.465	-0.372	-1.2%	-4.9%	·	·	·	-13.4%
CC(C)C(=O)N(Nc1nc2ccccc2s1)C(=O)C(C)C	1.8	1.4	9.8	-0.02	1547	i	1.1	0.584	-0.282	0.32	0.692	-0.1%	8.1%	0.6%	-1.0	1081	4.5%
CCOc1ccc(C2C(C(=O)/C=C/c3ccco3)=C(O)C(=O)N2CCN2CCOCC2)cc1OC (stereo unspecified)	1.6	1.4	6.6	·	·	i	-44.4	-0.325	-0.219	-0.115	0.834	0.9%	8.7%	-2.0%	-0.1	1117	8.8%
Cc1cc(C(F)(F)F)n2ncc(-c3cccc(Br)c3)c2n1	3.9	0.8	1.6	-0.21	1048	i	-1.8	2.69	-0.258	1.25	-1.03	-0.4%	-4.0%	-1.2%	-0.7	1028	5.7%
CCOC(=O)c1sc2nc(C)nc(NCCc3ccccn3)c2c1C	1.3	1.7	7.1	-0.6	1273	i	1.6	-0.927	-0.372	-0.787	0.802	-0.2%	-5.5%	-12.0%	-1.1	1142	-2.1%
COc1ccc(CN2c3cc(S(=O)(=O)N4CCOCC4)ccc3N3CCCC32)cc1 (stereo unspecified)	1.5	1.6	5.6	·	·	i	1.5	0.798	0.245	0.42	-0.581	0.1%	9.3%	-1.9%	-3.1	1128	-2.4%
COc1ccc(Cc2nc(C(=O)Nc3ccccc3)cs2)cc1	2.2	1.3	9.6	·	·	i	0.7	-0.52	-0.0789	-0.347	0.741	3.8%	8.3%	4.9%	-11.2	1011	-0.3%
Cn1nc(C(F)(F)F)c(C#N)c1N1CCN(c2ccc(F)cc2)CC1	3.5	1.1	4.9	-0.47	1055	i	-16.5	-0.049	-0.162	0.191	0.569	4.8%	-3.8%	-1.6%	-0.3	1146	2.5%
O=C(C1CCN(S(=O)(=O)c2ccccc2[N+](=O)[O-])CC1)N1CCOCC1	3.4	2.0	2.4	0.11	1465	i	13.0	-0.468	-0.306	0.118	-0.187	-0.9%	3.5%	2.5%	0.2	1496	-1.9%
O=C(c1ccco1)N1CCN(C(=O)c2ccccc2OC(=O)C23CC4CC(CC(C4)C2)C3)CC1	1.7	1.6	4.4	-0.67	1346	i	10.1	-0.489	-0.227	-0.453	1.76	0.4%	11.4%	10.4%	1.1	1132	9.7%
Cc1cc(F)c(F)c(C(=O)NC2CC2)c1Cl	4.4	2.0	4.7	0.2	1336	i	-6.3	-1.13	-0.271	-0.797	1.19	0.0%	4.8%	-1.5%	·	·	-5.5%
COc1ccc(N2CCN(Cc3nc(-c4ccc(Cl)cc4Cl)no3)CC2)cc1	3.5	2.5	6.6	·	·	i	-5.2	-1.08	-0.139	-0.479	0.978	5.6%	1.7%	-1.8%	-2.1	1092	12.7%
Cc1ccccc1OCC(O)Cn1c(NCc2ccccc2)nc2c1c(=O)[nH]c(=O)n2C (stereo unspecified)	3.7	2.2	3.2	-0.66	1343	i	2.3	-0.169	-0.202	0.214	0.221	0.5%	3.1%	-0.9%	-1.0	1344	9.5%
CCC(C)(C)C1CCC2(CC1)NC(=S)N(c1ccccc1)N2 (stereo unspecified)	·	·	·	-0.39	1038	·	·	0.255	-0.23	0.044	-0.67	0.4%	11.6%	·	0.7	1270	9.5%
CC(=O)Nc1ccc(CN2CCCC(CO)(Cc3cccc(Cl)c3)C2)cc1 (stereo unspecified)	·	·	·	-0.01	998	·	·	-0.0801	-0.207	0.441	0.0392	1.2%	0.8%	·	1.9	1231	-5.0%
O=C1CCC(CCC(=O)N2CCCC(C(=O)c3ccc(Cl)cc3)C2)=NN1 (stereo unspecified)	0.7	1.1	6.9	·	·	i	-1.4	-0.631	-0.154	-0.0386	0.679	1.2%[50 µM]	7.5%	0.0%	-1.6	1057	-4.1%
O=C(CCc1nc2ccccc2c(=O)[nH]1)Nc1ccc(F)cc1	1.5	2.2	5.3	-0.09	1435	i	-3.0	-0.637	-0.3	-0.482	0.65	3.5%	3.8%	1.9%	-1.7	533	3.9%
